ASAP1 inh: blocks human ASAP1-stimulated Arf1 GTP hydrolysis; Q9ULH1; 360,000 compounds, 0.19% hits; inhibition, % at 16.5 µM; GDP FP detection; in the data active = inhibition above about 25%;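 note: 0% = vehicle with enzyme and substrate and 100% = no enzyme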
NR1D1 modulator: modulators of human Rev-erb alpha DNA binding; activity, % at 10 µM; 370,000 compounds, 0.79% hits; Rev-erbα–FITC-DNA binding, fluorescence polarization, 90 min; AID 1259318;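 active = activity above about 14%, limit read from the data; passing the limit was not always enough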;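 note: 0% = DMSO wells with 35 nM protein and 100% = DMSO wells with 750 nM protein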
UHRF1 binding: blocks human UHRF1 binding to methylated DNA; UHRF1 binding to methylated oligo, TR-FRET; Q96T88; inhibition, % at 4.4 µM; 370,000 compounds, 0.75% hits; in the data active = inhibition above about 21%;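 note: UHRF1 SRA domain binding a hemimethylated CpG hairpin DNA probe; 0% = median of test compound wells and 100% = reference inhibitor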
Target sequence (Q96T88 whole entry, looked up, the tested form may be a part): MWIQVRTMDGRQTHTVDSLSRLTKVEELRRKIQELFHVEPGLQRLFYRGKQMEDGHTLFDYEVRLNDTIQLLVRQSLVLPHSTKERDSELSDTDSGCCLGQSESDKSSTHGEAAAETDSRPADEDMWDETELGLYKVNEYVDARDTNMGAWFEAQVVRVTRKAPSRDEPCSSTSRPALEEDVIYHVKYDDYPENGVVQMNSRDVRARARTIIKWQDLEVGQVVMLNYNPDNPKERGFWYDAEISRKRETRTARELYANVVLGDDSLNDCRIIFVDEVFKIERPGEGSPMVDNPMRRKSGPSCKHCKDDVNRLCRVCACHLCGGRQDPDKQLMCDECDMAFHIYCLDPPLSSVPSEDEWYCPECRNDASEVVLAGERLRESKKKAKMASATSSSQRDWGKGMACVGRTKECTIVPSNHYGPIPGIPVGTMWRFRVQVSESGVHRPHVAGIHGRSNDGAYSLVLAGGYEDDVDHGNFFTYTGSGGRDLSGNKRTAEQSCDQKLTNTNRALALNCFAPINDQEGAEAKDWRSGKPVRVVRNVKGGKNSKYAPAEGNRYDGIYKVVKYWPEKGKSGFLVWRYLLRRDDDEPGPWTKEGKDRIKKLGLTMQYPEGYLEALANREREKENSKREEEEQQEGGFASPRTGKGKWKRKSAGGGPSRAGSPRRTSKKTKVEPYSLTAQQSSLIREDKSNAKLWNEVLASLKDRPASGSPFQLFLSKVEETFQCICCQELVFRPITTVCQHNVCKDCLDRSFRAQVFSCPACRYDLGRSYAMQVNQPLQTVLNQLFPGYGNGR
sPLA2-III inh: Blocks human group III sPLA2 activity. AID 743126. Q9NZ20. QFRET BODIPY PC-A2 liposome hydrolysis, fluorescence. 370,000 compounds, 0.56% hits. inhibition, % at 12.2 µM;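 active = inhibition above mean plus 3 SD of compounds lying within the high and low control bounds, cut at about 19% in these data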;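 note: 0% = median of test compound wells and 100% = no enzyme DMSO wells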
ARFGAP1 inhibitor: inhibitors of rat ARFGAP1 | Q62848 | Arfgap1-stimulated ARF1 GTP hydrolysis, GDP FP detection | inhibition, % at 16.5 µM | 360,000 compounds, 0.26% hits | AID 651572;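 active = inhibition above a per-plate limit, mean inhibition of low control wells plus 3 SD, cut at about 25% in these data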;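 note: 0% = DMSO wells with enzyme and 100% = wells lacking Arfgap1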
Target sequence (Q62848 1-136 limits assumed): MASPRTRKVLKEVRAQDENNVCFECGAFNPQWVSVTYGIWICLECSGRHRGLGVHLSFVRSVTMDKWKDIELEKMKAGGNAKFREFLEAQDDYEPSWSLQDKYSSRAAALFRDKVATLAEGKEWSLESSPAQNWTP
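Material: rat Arfgap1 catalytic domain, aa 1-136; also added: human ARF1(Δ1-17)-GTP substrate; compound dosing: one concentration, 16.5 µM, DMSO 1.26%; incubation: GTP hydrolysis reaction 2 h at 25 °C; measured by: Tracer-displacement fluorescence polarization with EDTA stop, 620/688 nm; evaluation: % inhibition from polarization; repeats: one replicate per compound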
PLC-gamma1 inh: blocks human PLC-gamma1 enzyme activity | inhibition, % at 12.2 µM | AID 720700 | purified PLC-gamma1, fluorogenic substrate, fluorescence | 370,000 compounds, 0.84% hits; in the data active = inhibition above about 9.5%
proKLK7 act: activators of human kallikrein-7 zymogen; AID 652039; activation, % at 7 µM; purified proKLK7, EDANS-DABCYL substrate fluorescence; 100% is mature enzyme control, 0% vehicle; P49862; 370,000 compounds, 0.9% hits;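 active = activation above the mean of all tested compounds plus 3 SD, computed per campaign excluding outliers beyond control limits, cut at about 13% in these data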
Tn7 DDE FP: inhibitors of Tn7 peptide binding to human fibrin DD(E); FP displacement of FITC-Tn7 peptide from fibrin DD(E); 0% = median of compound wells per plate; 370,000 compounds, 0.13% hits; P02675; inhibition, % at 8.3 µM; AID 720508;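 active = inhibition above the mean of compounds falling within the control limits plus 3 SD of them, cut at about 14% in these data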;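 note: 0% = plate median of compound wells and 100% = 10 µM Aha-Tn7 peptide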
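Also added: labelled Tn7 tracer, 0.1 µM; Assay system: human fibrin DD(E) protein; Amount: 2 µM fibrin DD(E); Schedule: 10 min compound pre-incubation, 3 h probe incubation at room temperature; Repeats: one replicate per compound; Read-out basis: percent inhibition; Measured by: fluorescence polarization of the labelled Tn7 tracer.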
PLC-beta3 inh: inhibitors of human phospholipase C beta3. Q01970. inhibition, % at 12.2 µM. 370,000 compounds, 0.18% hits. Purified PLC-beta3, fluorogenic substrate, fluorescence. AID 720704; in the data active = inhibition above about 11%;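 note: 0% = median of compound wells on plate and 100% = full blocker control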
Tn6 DDE FP: disrupts Tn6 cyclic peptide binding to fibrin D-Dimer-E complex. Fibrin DD(E) TRITC-Tn6 fluorescence polarization displacement. AID 720509. 370,000 compounds, 0.21% hits. inhibition, % at 8.3 µM. P02675;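 active = inhibition above a per-campaign cutoff: mean of compounds within control limits plus 3 SD, cut at about 15% in these data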;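 note: 0% = median of all compound wells on the plate and 100% = blocking peptide control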
The depositor's hits bear a star; i = inactive; x = no result given.

[1] COc1cc(S(=O)(=O)N(C)C)ccc1F
[2] Nc1nc(SCC(=O)c2cccc([N+](=O)[O-])c2)n[nH]1
[3] COC(=O)c1ccc(OC)c(OC)c1Cl
[4] CCCCSc1oc(-c2ccco2)nc1S(=O)(=O)c1ccccc1
[5] COc1ccc(CN(C(=O)COc2ccccc2)c2ccccc2C(=O)O)cc1
[6] COc1cnc(N(C)C)nc1Sc1cccc(Cl)c1

Assay by compound,1,2,3,4,5,6
ASAP1 inh,10,4,-11,-4,0,-8
NR1D1 modulator,3,5,2,2,-8,9
UHRF1 binding,-1,-2,2,-1,2,0
sPLA2-III inh,2,-13,6,-1,-1,3
ARFGAP1 inhibitor,-8,7,-2,13,7,-2
PLC-gamma1 inh,-3,3,-1,-8,-2,-148
proKLK7 act,-0.6,0.1,0.3,-1.0,-0.1,-2.6
Tn7 DDE FP,-4,-7,5,-3,7,-2
PLC-beta3 inh,-2,4,-4,-22,-10,-181
Tn6 DDE FP,1,7,5,-8,5,7

[7] C/C(=N\NC(=O)c1cccnc1)c1ccc(OC2OCCOC2Oc2ccc(/C(C)=N/NC(=O)c3cccnc3)cc2)cc1 (configuration not stated)
[8] O=C(CCNC(=O)OCc1ccccc1)NC1CCCCCC1
[9] O=C(COCc1ccccc1)N1CC[C@H]2[C@H](CCCN2Cc2ccccc2)C1
[10] COc1ccccc1C(=O)Nn1cnc2ccccc2c1=O
[11] CC(C)NC(=O)COc1ccc(OCc2ccccc2)cc1
[12] Cc1ccc2nc(Cl)c(C3CC(c4ccco4)=NN3C(=O)CCCC(=O)O)cc2c1 (configuration not stated)

Assay by compound,7,8,9,10,11,12
ASAP1 inh,-2,-3,x,5,11,12
NR1D1 modulator,-17,0,-3,2,-7,9
UHRF1 binding,0,-1,-1,1,-1,0
sPLA2-III inh,2,1,-2,7,0,-2
ARFGAP1 inhibitor,-11,-2,x,-7,-6,-11
PLC-gamma1 inh,-2,0,1,0,0,-1
proKLK7 act,-0.5,0.0,0.0,0.0,-0.6,-0.4
Tn7 DDE FP,5,0,-6,3,5,-6
PLC-beta3 inh,-2,-2,3,0,1,-3
Tn6 DDE FP,4,-1,-5,-1,1,11

[13] CCc1ccc(S(=O)(=O)NCc2csc(C)n2)cc1
[14] CN1C(=O)C(O)(CC(=O)/C=C/c2ccco2)c2cc(Br)ccc21 (configuration not stated)
[15] Cc1ccnc2nc(C(=O)OCCOc3cccc(Br)c3)nn12
[16] C#CCNC(=O)C1=C[C@@H](c2csc3ccccc23)C[C@@H](OCc2ccc(CO)cc2)O1
[17] Cn1cnnc1SCC(=O)NC1CC1
[18] CCCCn1c(SCC(=O)N2CCOCC2)nc2ccccc2c1=O

Assay by compound,13,14,15,16,17,18
ASAP1 inh,-8,4,-2,14,9,1
NR1D1 modulator,-7,2,-2,0,3,2
UHRF1 binding,-1,-3,5,4,-2,-2
sPLA2-III inh,-1,-2,-1,-18,-3,-2
ARFGAP1 inhibitor,1,6,6,9,-2,9
PLC-gamma1 inh,1,0,1,-7,-2,2
proKLK7 act,-0.2,0.1,-0.5,0.5,0.2,0.4
Tn7 DDE FP,3,-10,-2,5,0,-4
PLC-beta3 inh,-7,-3,0,-5,3,2
Tn6 DDE FP,4,-6,-13,-9,-2,1

[19] Cc1cc(OCC(=O)NNC(=O)CCc2ccccc2)ccc1Br
[20] CN1CCC(=O)N([C@H](CO)Cc2ccccc2)CC1
[21] CN(C(=O)c1ccc(NC(=O)Cc2cccc(NC(=O)C3CCN(C(=O)C4CC4)CC3)c2)cc1)C1CC1
[22] COC(=O)C1=C(C)N(Cc2ccc(Br)cc2)C(=S)NC1c1cccc(F)c1 (configuration not stated)
[23] CN1CCN(C(=O)C2(NC(=O)Nc3ccccc3Cl)CCCCC2)CC1
[24] O=C(c1ccco1)c1n[nH]nc1-c1ccccc1

Assay by compound,19,20,21,22,23,24
ASAP1 inh,-10,-2,-5,7,9,-13
NR1D1 modulator,6,0,7,5,5,-2
UHRF1 binding,-3,2,1,2,4,-1
sPLA2-III inh,-11,5,-6,9,10,0
ARFGAP1 inhibitor,-2,-13,-7,18,-2,-7
PLC-gamma1 inh,3,1,2,3,4,-4
proKLK7 act,-0.1,-0.6,0.2,0.5,0.4,-0.5
Tn7 DDE FP,-5,-1,-3,-5,0,11
PLC-beta3 inh,-6,0,0,-1,1,-5
Tn6 DDE FP,1,-5,-1,-3,7,7

A run of entries from the list above:
[20] CN1CCC(=O)N([C@H](CO)Cc2ccccc2)CC1
[21] CN(C(=O)c1ccc(NC(=O)Cc2cccc(NC(=O)C3CCN(C(=O)C4CC4)CC3)c2)cc1)C1CC1

Assay by compound,20,21
ASAP1 inh,-2,-5
NR1D1 modulator,0,7
UHRF1 binding,2,1
sPLA2-III inh,5,-6
ARFGAP1 inhibitor,-13,-7
PLC-gamma1 inh,1,2
proKLK7 act,-0.6,0.2
Tn7 DDE FP,-1,-3
PLC-beta3 inh,0,0
Tn6 DDE FP,-5,-1

The listing picks up, repeating the 4 entries before the break.
[21] CN(C(=O)c1ccc(NC(=O)Cc2cccc(NC(=O)C3CCN(C(=O)C4CC4)CC3)c2)cc1)C1CC1
[22] COC(=O)C1=C(C)N(Cc2ccc(Br)cc2)C(=S)NC1c1cccc(F)c1 (configuration not stated)
[23] CN1CCN(C(=O)C2(NC(=O)Nc3ccccc3Cl)CCCCC2)CC1
[24] O=C(c1ccco1)c1n[nH]nc1-c1ccccc1
[25] Cc1ccc(-c2csc(NC(=O)CCCc3cccs3)n2)cc1
[26] COc1ccc(-n2cnnc2SCC(=O)Nc2ccc(N3CCOCC3)cc2)cc1
[27] O=C(Cn1nnc(-c2ccccc2NC(=O)c2ccccc2)n1)Nc1ccc2c(c1)OCCO2
[28] CCOC(=O)COc1nc(-c2ccc(C)cc2)cc(-c2ccco2)c1C#N
[29] Cc1ccc(C)c(N2CCN(S(=O)(=O)c3ccc4c(c3)OCCO4)CC2)c1
[30] COc1ccc(CCNC(=O)c2cc3cccc(OC)c3oc2=O)cc1OC

Assay by compound,21,22,23,24,25,26,27,28,29,30
ASAP1 inh,-5,7,9,-13,4,5,-3,1,6,-13
NR1D1 modulator,7,5,5,-2,-5,-2,7,5,1,2
UHRF1 binding,1,2,4,-1,15,-2,5,0,-1,-1
sPLA2-III inh,-6,9,10,0,0,-1,-1,-1,-5,1
ARFGAP1 inhibitor,-7,18,-2,-7,7,-5,4,1,-7,13
PLC-gamma1 inh,2,3,4,-4,0,0,3,-1,-3,-5
proKLK7 act,0.2,0.5,0.4,-0.5,-0.1,-0.6,0.2,-1.3,-0.1,-0.6
Tn7 DDE FP,-3,-5,0,11,-3,3,-5,-3,5,-2
PLC-beta3 inh,0,-1,1,-5,3,2,5,-12,-5,-11
Tn6 DDE FP,-1,-3,7,7,-1,3,4,-8,5,-1

[31] CCCc1cc(C(=O)Nc2nccs2)cs1
[32] CCOc1ccc(OCCCCN(C)C)cc1
[33] COc1ccc(-c2csc3ncnc(N4CCN(S(=O)(=O)c5cccs5)CC4)c23)cc1
[34] N#CCSc1nc2ccccc2c(=O)n1CC1CCCC1
[35] Nc1c(C(=O)Nc2ccccc2F)sc2nc(-c3cccnc3)ccc12
[36] Cc1cc2nc3c(nc2cc1C)C(O)=C3O

Assay by compound,31,32,33,34,35,36
ASAP1 inh,6,6,1,-5,1,-10
NR1D1 modulator,-5,0,8,4,-2,2
UHRF1 binding,-1,0,-3,-3,-6,-4
sPLA2-III inh,-1,2,0,-1,-13,-1
ARFGAP1 inhibitor,-7,3,-8,19,0,4
PLC-gamma1 inh,2,2,-1,-4,i,-32
proKLK7 act,-0.2,0.0,-1.6,-0.2,-2.8,0.0
Tn7 DDE FP,1,2,6,-1,1,-2
PLC-beta3 inh,-1,2,-9,-4,i,-36
Tn6 DDE FP,0,-5,1,2,-8,0

[37] CN1CCN(S(=O)(=O)c2cccc(C(=O)N(Cc3nnc(-c4ccccc4Cl)o3)C3CC3)c2)CC1
[38] Cc1ccc(S(=O)(=O)N2CCOCC2)cc1C(=O)Nc1ccc2c(c1)OCCO2
[39] O=C(CSc1nnc2c(n1)[nH]c1ccccc12)Nc1nncs1
[40] CCn1c(NC(C)=O)nc2ccccc21
[41] O=C(COC(=O)c1cccnc1Cl)c1ccc(Cl)s1
[42] O=C(NC1=NCCS1)c1csc2ccccc12

Assay by compound,37,38,39,40,41,42
ASAP1 inh,-10,13,3,6,-3,4
NR1D1 modulator,-2,1,1,1,-5,4
UHRF1 binding,0,-1,-2,3,0,-2
sPLA2-III inh,2,-6,1,5,4,4
ARFGAP1 inhibitor,11,-12,-6,-2,2,-5
PLC-gamma1 inh,3,-7,-2,-1,5,4
proKLK7 act,0.3,-0.1,0.1,-0.3,-0.2,-0.3
Tn7 DDE FP,5,-6,4,5,-6,-3
PLC-beta3 inh,-9,-2,-8,1,-3,-7
Tn6 DDE FP,1,4,-4,2,3,-7

[43] Cc1ccc(N(C)C(=O)CCNC(=O)Cn2cnc3ccccc3c2=O)cc1C
[44] O=C(COC(=O)c1nc(Cl)ccc1Cl)NCc1ccccc1
[45] CC(C(=O)O)n1c2ccccc2c2cn[nH]c(=O)c21 (configuration not stated)
[46] CCCCn1nnnc1SCC(=O)Nc1ccc2c(c1)OCCO2
[47] CCOC(=O)N1CCN(C(=O)CN(c2ccc(OCC)cc2)S(C)(=O)=O)CC1
[48] CCOC(=O)CN(C)S(=O)(=O)c1ccc(-c2cc(C(=O)OC)sc2C(F)(F)F)cc1
[49] O=C(CNC(=O)c1ccccc1)NCc1ccc(Cl)cc1
[50] Cc1cccc(C)c1Nc1nnc(SCC(=O)Nc2ncc(C(F)(F)F)cc2Cl)s1

Assay by compound,43,44,45,46,47,48,49,50
ASAP1 inh,8,-8,-3,8,9,-8,-13,-1
NR1D1 modulator,7,-3,2,1,-2,0,-6,-1
UHRF1 binding,10,4,4,0,0,0,1,-3
sPLA2-III inh,3,7,3,4,1,-9,4,-30
ARFGAP1 inhibitor,-11,-10,0,-19,-1,12,2,-7
PLC-gamma1 inh,1,2,0,1,-1,-1,-1,-7
proKLK7 act,-0.2,0.2,0.1,0.3,0.2,0.7,0.2,-0.4
Tn7 DDE FP,9,3,-3,2,2,5,-4,7
PLC-beta3 inh,0,0,-6,1,2,-2,7,-4
Tn6 DDE FP,4,5,-2,-5,6,1,-2,0

As entered above:
Tn7 DDE FP with #46 : 2
PLC-gamma1 inh with #50 : -7
